# Vc quorum ag = induces V. cholerae light production without autoinducers; V. cholerae BH1578 lux reporter, luminescence, 6 h; activation, % at 18.7 µM; 350,000 tested, 0.16% active; AID 588436; in the data active means activation mostly above about 9.7%, no sharp cut-off; further: not every result past the cut was called active; inactives centre near 0; reference of the scale not given here
# Rv3671c protease = inhibits the M. tuberculosis serine protease Rv3671c; P9WHR9; inhibition, % at 5.96 µM; 320,000 tested, 0.048% active; in the data active means inhibition above about 38%;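 further: extracellular domain of Rv3671c used as enzyme; 0% = enzyme with DMSO and 100% = no enzyme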
# Yp Topo-I inh = Y. pestis Topo-I inhibition via cleavage products; 360,000 tested, 0.064% active; activity, % at 10 µM; Y. pestis Topo-I cleavage product accumulation, plate reader; in the data active means activity above about 50%, passing the limit was not always enough; further: inactives centre near 2
# MazEF act = MazEF (E. coli) toxin RNase activation | P0AE70 | FAM/BHQ RNA-DNA oligo cleavage fluorescence, 5 h | activation, % at 20 µM | 350,000 tested, 0.32% active | AID 504720; in the data active means activation above about 50%
# Anthrax LF prot = inhibitors of Bacillus anthracis lethal factor protease; inhibition, % at 10 µM; P15917; AID 588501; 360,000 tested, 0.12% active; multiplex microsphere protease cleavage assay, LF; in the data active means inhibition above about 30%; further: plate controls were buffer without enzyme for full effect and enzyme alone for no effect
# Target sequence (P15917 whole entry, looked up): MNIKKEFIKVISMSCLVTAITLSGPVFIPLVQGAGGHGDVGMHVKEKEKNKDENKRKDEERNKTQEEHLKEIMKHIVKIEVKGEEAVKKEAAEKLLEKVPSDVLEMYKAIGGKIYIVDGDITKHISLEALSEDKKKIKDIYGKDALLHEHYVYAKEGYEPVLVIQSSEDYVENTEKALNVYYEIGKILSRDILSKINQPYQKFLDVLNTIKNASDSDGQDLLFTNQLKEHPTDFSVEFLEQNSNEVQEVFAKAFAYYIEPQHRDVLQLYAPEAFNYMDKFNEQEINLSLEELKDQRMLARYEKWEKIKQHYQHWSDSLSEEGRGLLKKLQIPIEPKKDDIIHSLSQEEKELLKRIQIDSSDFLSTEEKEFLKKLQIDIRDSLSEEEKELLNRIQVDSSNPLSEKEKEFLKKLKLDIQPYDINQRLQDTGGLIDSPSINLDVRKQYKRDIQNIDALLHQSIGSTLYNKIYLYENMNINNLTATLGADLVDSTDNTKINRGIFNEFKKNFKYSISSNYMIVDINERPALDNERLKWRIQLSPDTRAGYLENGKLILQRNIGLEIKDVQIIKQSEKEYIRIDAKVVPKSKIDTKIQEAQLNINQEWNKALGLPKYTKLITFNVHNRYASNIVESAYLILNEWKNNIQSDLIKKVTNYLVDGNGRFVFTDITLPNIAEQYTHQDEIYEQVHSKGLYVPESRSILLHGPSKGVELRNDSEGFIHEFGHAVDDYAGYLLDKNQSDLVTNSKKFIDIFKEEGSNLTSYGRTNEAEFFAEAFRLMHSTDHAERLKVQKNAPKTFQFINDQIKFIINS
# VHR inh abs = inhibitors of human VHR1 phosphatase (DUSP3). 290,000 tested, 0.52% active. inhibition, % at 13.3 µM. recombinant VHR phosphatase, pNPP absorbance. P51452; in the data active means inhibition above about 50%; further: some compounds called inactive have numbers as strong as hits
# Target sequence (P51452 whole entry, looked up): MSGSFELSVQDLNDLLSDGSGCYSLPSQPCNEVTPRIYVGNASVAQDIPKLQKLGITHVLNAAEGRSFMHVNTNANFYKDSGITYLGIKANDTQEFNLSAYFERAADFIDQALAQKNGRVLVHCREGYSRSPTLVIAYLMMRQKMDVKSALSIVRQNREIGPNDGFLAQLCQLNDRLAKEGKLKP
# TcdB inh = blocks C. difficile toxin B glycohydrolase activity; P18177; TcdB glycohydrolase enzymatic assay, plate reader; inhibition, % at 9.99 µM; 350,000 tested, 0.24% active; AID 652162; in the data active means inhibition above about 10%
# SARS 3CLpro inh = SARS-CoV 3CLpro protease inhibition | P0C6X7 | recombinant SARS-CoV 3CLpro, quenched FRET peptide cleavage | inhibition, % at 6 µM | 290,000 tested, 0.14% active; in the data active means inhibition above about 12%
# PfHsp40 rescue = compounds rescuing yeast from Plasmodium falciparum HSP40 toxicity; S. cerevisiae expressing PfHsp40, growth rescue, ATP luminescence; growth rescue, % at 12.5 µM; 340,000 tested, 0.68% active; AID 504582; in the data active means growth rescue above about 28%, passing the limit was not always enough;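 further: yeast W303a lacking pdr1 and pdr3 grown in galactose medium; growth measured after three days at 30 °C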
# PriA SSB inh = inhibitors of Klebsiella pneumoniae PriA binding to SSB C-terminal tail. AlphaScreen SSBct-PriA binding, biotinylated peptide. inhibition, % at 33 µM. 430,000 tested, 0.6% active. AID 1272365; in the data active means inhibition mostly above about 37%, no sharp cut-off; inactive means mostly below about 20%;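 further: plate controls were negative control peptide for no effect and reference peptide for full effect; strong numbers were not always called active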
# The depositor's hits bear a star; i = inactive; / = not tested or not shown; & = joins results of further samples. Some of the compounds tested (hit frequency here may not be typical).
SMILES	Vc quorum ag	Rv3671c protease	Yp Topo-I inh	MazEF act	Anthrax LF prot	VHR inh abs	TcdB inh	SARS 3CLpro inh	PfHsp40 rescue	PriA SSB inh
CC12CCC(C(=O)N3CCN(Cc4ccccc4)CC3)(OC1=O)C2(C)C (centres undefined)	-0.4	-1	0	48	2	23	0.0	-6	0.5	-3&-10
Cn1cccc1Cc1nnc(SCC(=O)N2CCCCCC2)n1CCc1ccccc1	-0.4	11	30	-3	3	12	0.5	-5	-0.5	12
Cc1cc(C)c2nc(NC(=O)c3ccco3)sc2c1	-0.3	-15	0	2	3	-12	3.4	3	-1.3	0
C=CCOc1ccc(Br)cc1CNC(C)(C)CO	-0.4	0	4	8	-5	26	/	1	0.0	-15
Cc1ccc(Oc2ccc(NC(=O)CSc3n[nH]c(N)n3)cc2)cc1	-3.4	1	-1	2	-2	8	/	-2	-1.0	-2
O=C(CN1C(=O)NC2(CCCC2)C1=O)NC(c1ccccc1)c1ccccc1	i	1	3	-1	-7	/	0.1	/	2.9	-12
COc1ccc(C(C)=O)cc1CC(=O)Nc1ccc2c(c1)CCC2	-0.5	-21	7	-1	-7	16	-0.5	2	1.0	-11
CN1CCN(C2=Cc3ccc(Cl)cc3Sc3ccc(F)cc32)CC1	i	-2	-6	3	-7	3	/	2	2.9	29
COc1ccc(Cl)cc1NC(=O)CCN1C(=O)NC(C)(C)C1=O	i	/	0	-1	2	/	-0.9	/	0.0	-4
CCOC(=O)c1sc2nc(SC)nc(-c3ccccc3)c2c1N	-0.3	-1	1	-5	0	7	/	1	0.2	-28
CCSc1nnc(NC(=O)[C@@H](NC(=O)c2cccc(C)c2)C(C)C)s1	-0.3	-3	-2	-3	-9	13	/	2	-0.8	-7
Cc1nc2ccc([N+](=O)[O-])cc2c(=O)n1Cc1ccc(Cl)cc1	-0.6	3	3	12	-3	4	1.3	5	0.3	-3
CC[C@@]1(C(=O)OC)N[C@H](CN(C)C(=O)c2ccccc2)[C@@H]2C(=O)N(Cc3ccccc3)C(=O)[C@@H]21	i	-3	1	3	-9	/	0.5	/	2.0	3
O=C(O)C1CCCN(CCC=C(c2ccccc2)c2ccccc2)C1 (centres undefined)	-3.6	2	3	-5	-7	/	1.9	/	-0.5	-15
CCC(=O)Nc1c2c(nn1-c1ccc(C)cc1)CS(=O)(=O)C2	-0.2	-2	0	8	-2	14	4.8	0	-2.2	5
O=c1[nH]c2cc([N+](=O)[O-])ccc2c2cc(Br)ccc12	2.7	/	-16	2	0	/	0.2	/	/	/
O=C(c1ccc(F)cc1)c1c[nH]c(C(=O)NCc2cccnc2)c1	-1.2	-12	-6	10	-11	12	/	4	1.4	-2
COc1ccc(/C=C(/C(=O)Nc2ccccc2C(=O)NC(C)C)c2ccccc2)cc1	i	-8	18	6	-1	11	/	2	0.7	6
CCN(Cc1ccccc1)C(=O)CCCOc1ccccc1	-0.6	3	15	5	-1	-7	/	2	1.9	-16
CC1CCc2c(sc3ncnc(SC(C)C(=O)NCC4CCCO4)c23)C1 (centres undefined)	-0.1	2	38	4	0	/	-0.5	/	0.1	-8
O=c1cc(-c2ccc(C(F)(F)F)cc2)oc2ccccc12	-0.2	-1	-4	3	-2	/	0.9	/	-1.1	12
CN(C)c1ccc(C(=S)N2CCCCC2)cc1	-0.1	-9	12	-1	-2	30	-2.4	-4	0.3	3
CCCCCSc1nnc2c(n1)OC(c1cccn1C)N(C(C)=O)c1ccccc1-2 (centres undefined)	5.7	-7	6	13	5	20	/	-6	-0.7	-2
CC(=O)C1=C(C)NC2=C(C(=O)c3ccccc32)C1c1ccccc1 (centres undefined)	i	7	-3	14	-1	2	1.5	0	2.3	26
Cc1ccc(C2(c3noc(CN4C[C@@H](C)O[C@@H](C)C4)n3)CCCC2)cc1	i	0	3	-2	-3	7	1.6	-1	-0.3	-19
C/C(=N/NS(=O)(=O)c1ccccc1)c1ccc(Cl)cc1	-0.6	8	8	2	2	12	1.5	2	-0.6	/
COc1ccc(C)cc1NC(=O)Nc1cccc(C)c1	-0.7	5	-11	-4	1	0	0.3	7	-0.1	-4
CCN1C(=O)[C@H]2[C@@H](c3ccccc3)N[C@]3(CCCN(Cc4ccccc4)C3=O)[C@H]2C1=O	1.1	/	0	4	-9	/	1.1	/	/	/
CC(C)(C)c1ccc(C(=O)NCC(=O)OCC(=O)N2CCCC2)cc1	i	-10	6	6	-1	/	-0.2	/	-1.5	-11
CCCCCn1c(NCc2ccco2)nc2ccccc21	-0.2	-5	5	7	-10	34	1.0	1	0.4	0
Clc1ccc(-c2csc(N/N=C\c3cccnc3)n2)cc1	3.1	-1	16	6	-3	10	-0.1	-2	1.9	/
CN(Cc1cccs1)C(=O)CCc1ccc(S(=O)(=O)N2CCOCC2)cc1	0.0	-14	4	-5	-3	2	/	2	-2.0	-4
CCCCn1c(N)c(N(CCOC)C(=O)Cn2c(=O)oc3ccccc32)c(=O)[nH]c1=O	-1.8	6	6	-9	/	/	0.8	/	-1.1	-13
COc1ccc2nc(CC(C)(C)CC(=O)O)c[n+]([O-])c2c1	i	12	-1	2	/	-2	/	2	-2.4	3
COc1ccccc1-c1ccc(SCc2ccc([N+](=O)[O-])cc2)nn1	0.3	-9	2	-5	1	30	1.3	3	14	6
CCN(CC)C(=O)CSc1nc2ccccc2c(=O)[nH]1	-0.4	1	7	5	1	-8	/	3	-1.6	2

# Some of these compounds in order of molecular weight, descending:
SMILES	Vc quorum ag	Rv3671c protease	Yp Topo-I inh	MazEF act	Anthrax LF prot	VHR inh abs	TcdB inh	SARS 3CLpro inh	PfHsp40 rescue	PriA SSB inh
CCOC(=O)c1sc2nc(SC)nc(-c3ccccc3)c2c1N	-0.3	-1	1	-5	0	7	/	1	0.2	-28
O=C(O)C1CCCN(CCC=C(c2ccccc2)c2ccccc2)C1 (centres undefined)	-3.6	2	3	-5	-7	/	1.9	/	-0.5	-15
CCCCCn1c(NCc2ccco2)nc2ccccc21	-0.2	-5	5	7	-10	34	1.0	1	0.4	0

# Further results follow.
SMILES	Vc quorum ag	Rv3671c protease	Yp Topo-I inh	MazEF act	Anthrax LF prot	VHR inh abs	TcdB inh	SARS 3CLpro inh	PfHsp40 rescue	PriA SSB inh
Cc1c(C(=O)Nc2ccc3oc(-c4cccnc4)nc3c2)oc2ccccc12	i	-7	7	29	-6	18	/	0	0.6	-21
Cc1ccc(NC(=O)C2CCN(c3ncnc4c3nc3n4CCCCC3)CC2)nc1	-0.2	0	12	-2	3	36	-5.2	-1	0.1	-8
CCC1CCCCN1C(=O)c1ccc(OC2CCN(C(=O)C3CC3)CC2)cc1 (centres undefined)	-0.3	5	1	10	-3	20	0.7	-5	1.1	1
N#Cc1ccccc1OCC(=O)NC(N)=O	i	0	-9	6	-2	15	/	6	-0.3	-4
CN1C(=O)NC(c2ccc(O)cc2)C2=C1CN(c1cccc3ccccc13)C2=O (centres undefined)	5.6	0	-1	1	1	12	1.2	2	-0.8	4
O=C(Nc1ccccc1O)c1ccc([N+](=O)[O-])cc1	-0.3	-5	-3	-19	-14	43	-2.8	-1	0.9	-2
Cc1cccc(COC(=O)C(Cc2ccccc2)NC(N)=O)c1 (centres undefined)	0.2	-1	7	9	1	25	1.3	-2	1.3	1
CC(=O)N1c2ccc(S(=O)(=O)N3CCC(C(=O)NC4CCCC(C)C4C)CC3)cc2CC1C (centres undefined)	-0.2	6	6	1	-5	17	0.7	-2	-1.6	-19
COc1ccc(Cl)cc1NC(=O)CSc1nc(N2CCCCC2)nc(N2CCCCC2)n1	-3.6	-1	11	0	2	-13	/	4	0.3	6
Cc1cc(C(=O)NCC2CCCCC2)ccc1[N+](=O)[O-]	4.5	-4	-1	13	-3	11	-1.8	-1	-0.3	-12
CC(C)(C)OC(=O)NCCCCCNC(=O)c1nc[nH]c1C(=O)NCCCCCNC(=O)OC(C)(C)C	1.6	3	15	-4	-2	/	1.9	/	45*	-6
O=C(CN(C(=O)CNC(=O)c1cccs1)c1cccc(F)c1)NC1CCCC1	i	9	4	9	4	30	-1.8	7	-0.5	0
CCC(=O)c1cn(CC(=O)Nc2ccccc2F)c2ccccc12	-0.3	9	0	-2	-4	18	0.3	8	0.3	-15
COC(=O)c1cc(NC(=S)NC(=O)c2ccccc2)ccc1N1CCOCC1	-5.0	2	10	2	-2	0	0.1	2	0.4	-6
CCc1sc(C(=O)Nc2nc(-c3ccccn3)cs2)cc1C	i	-14	-7	13	4	/	/	/	441*	13
CN1CCN(C(=O)c2c(NC(=O)c3ccco3)sc3c2CCC(C(C)(C)C)C3)CC1 (centres undefined)	i	-7	6	1	-2	10	/	-1	-1.0	-13
N#Cc1cc2c(nc1Cl)CCCC2	i	9	2	8	-1	-4	/	9	-1.0	-11
Cc1cc(S(=O)(=O)NC2CCCCC2)ccc1OCC(=O)N1CCOCC1	0.4	5	-1	-10	-2	8	0.1	-4	-0.4	-7
CN(Cc1ccccc1)S(=O)(=O)c1ccc(OCC(=O)N2CCOCC2)cc1	i	11	-13	-2	0	4	/	-1	1.2	-16
COc1cccc(CN2CCN(CCCc3ccccc3)C(CCO)C2)c1OC (centres undefined)	i	1	8	0	7	11	-0.5	-7	20	-2
COC(=O)C1=C(C)NC(=O)CC1c1cccc(Cl)c1Cl (centres undefined)	/	-3	4	9	5	8	-0.6	2	0.6	3
Clc1ccc2oc(-c3ccccc3)cc(=NCCCN3CCOCC3)c2c1	i	/	7	2	-5	-10	0.3	-2	-1.9	15
Cc1cccc(-c2nnc(SCc3ccc(C#N)cc3)n2Cc2ccco2)c1	-8.4	0	27	-4	1	21	/	-1	1.6	8
COc1ccc(C2=NN(C(=O)CSc3nc(=O)n4cc(C)ccc4n3)C(c3ccc(C)cc3)C2)cc1 (centres undefined)	-0.3	3	14	-24	5	/	0.4	/	-0.5	-5&-24
COc1ccccc1CNC(=O)c1ccc(Cl)c(NC2=NC3CS(=O)(=O)CC3S2)c1 (centres undefined)	i	2	2	3	-11	-10	-0.2	-7	0.1	-7
CC(C)=CC(=O)OCC(=O)NC1CCCc2ccccc21 (centres undefined)	-0.3	-3	9	8	-4	17	2.7	0	-0.1	-8
CCC(C)NC(=O)c1cn(CC)c2ccc(S(=O)(=O)N(C)C)cc2c1=O (centres undefined)	-0.5	7	-7	4	-13	21	2.6	-6	0.6	-10
CN(C)C(=O)c1cccc(-c2cnc3c(NC=O)cc(-c4cccc(F)c4)cn23)c1	-0.4	/	18	/	-3	/	0.2	/	/	/
Cc1cc(=O)[nH]c(SCC2(O)C3CC4CC(C3)CC2C4)n1 (centres undefined)	i	4	1	-19	-4	-15	/	-4	-1.1	-11
O=C(Nc1cccc([N+](=O)[O-])c1)c1ccc2c(c1)OCO2	0.0	-10	-6	7	-2	-11	/	0	-0.6	6
COc1ccc(S(=O)(=O)NC2CCCC2)c(Cl)c1Cl	i	-2	10	6	-4	30	/	-1	2.1	-24
O=C(Nc1nc2ccc(F)cc2s1)C1=COCCO1	i	-4	6	-7	/	/	-0.5	/	2.4	-1
CC(NC(=O)[C@H](Cc1c[nH]c2ccccc12)NC(=O)[C@@H]1Cc2ccccc2CN1)c1ccccc1 (some centres undefined)	0.6	-3	-1	4	-6	20	0.2	1	0.4	15
CC12CN3CC(=O)N4CC5(C)CN(CC(C)(C4)C5=O)C(=O)CN(C1)CC(C)(C3)C2=O	i	5	2	-1	-1	4	/	-2	1.2	-3

# From PubChem
